# Screening data deposited in PubChem BioAssay by Sanford-Burnham Center for Chemical Genomics.
# MPTP inh – inhibitors of mitochondrial permeability transition pore; AID 602449; 1.4% of 360,000 active; isolated mouse mitochondria, Ca2+ swelling absorbance, 30 min; inhibition, % at 10 µM;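 active = inhibition of 50% or more, scaled per plate between neutral and stimulator controls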;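 also: 0% = DMSO wells given calcium and 100% = 1 mM EGTA wells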
# hIAP block – human IAP inhibition. P09923. 0.12% of 330,000 active. purified IAP, CDP-Star luminescence, 30 min. AID 2544. inhibition, % at 10 µM;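 active = inhibition reaching a set limit with compound at 10 µM in the primary screen, cut at about 35% in these data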;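 also: plate controls were DMSO wells with enzyme for no effect and no-enzyme buffer wells for full effect; values of inactives mirror those of a sister screen read the other way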
# Target sequence (P09923 whole entry, looked up): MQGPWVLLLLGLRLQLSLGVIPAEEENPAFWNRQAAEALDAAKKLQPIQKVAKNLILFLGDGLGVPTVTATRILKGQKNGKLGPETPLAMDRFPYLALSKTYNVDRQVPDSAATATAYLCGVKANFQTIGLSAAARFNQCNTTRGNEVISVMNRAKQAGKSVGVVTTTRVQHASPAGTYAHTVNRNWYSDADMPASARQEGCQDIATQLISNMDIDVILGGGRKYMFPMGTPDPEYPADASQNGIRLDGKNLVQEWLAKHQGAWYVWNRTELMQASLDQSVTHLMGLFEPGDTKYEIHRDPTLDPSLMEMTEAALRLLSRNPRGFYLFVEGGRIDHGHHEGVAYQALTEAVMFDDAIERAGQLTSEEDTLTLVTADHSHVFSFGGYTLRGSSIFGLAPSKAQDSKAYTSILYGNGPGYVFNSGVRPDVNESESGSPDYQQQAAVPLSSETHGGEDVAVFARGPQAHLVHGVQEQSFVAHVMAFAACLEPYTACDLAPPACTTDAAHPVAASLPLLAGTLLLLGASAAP
# ATG4B inhibitor – ATG4B (human) cysteine protease inhibition; Q9Y4P1; AID 504462; ATG4B cleavage of LC3-PLA2, NBD-HPC fluorescence, 1 h; 0.51% of 340,000 active; inhibition, % at 8.33 µM; in the data active = inhibition above about 40%
# mIAP inh – mouse IAP inhibition; purified mouse IAP, CDP-Star luminescence, 30 min; inhibition, % at 10 µM; 0.2% of 330,000 active;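 active = inhibition of at least 40% at 10 µM in the primary screen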;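 also: plate controls were DMSO with enzyme for no effect and no enzyme wells for full effect; values of inactives mirror those of a sister screen read the other way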
# beta cell repl – inducers of beta-cell replication in MIN6 cells. MIN6 cells proliferation, ATPlite luminescence, 48 h; cells starved in 0.2% serum; 100% = growth in 10% serum. proliferation, % at 10 µM. 0.29% of 330,000 active;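 active = compounds whose signal lies at least 3.5 SD above the mean of all wells on their plate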;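 also: 0% = DMSO-treated cells in low-serum medium and 100% = 10% serum control; some compounds called inactive have numbers as strong as hits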
# A3G deaminase – APOBEC3G (human) deaminase inhibition | Q9HC16 | recombinant A3G, ssDNA deamination FAM/TAMRA fluorescence | inhibition, % at 20 µM | 0.28% of 330,000 active;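 active = inhibition of at least 40% at 20 µM, with no more than 30% in the related APOBEC3A deaminase screen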;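 also: plate controls were DMSO wells with A3G for no effect and wells lacking A3G enzyme for full effect; some compounds called inactive have numbers as strong as hits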
# Target sequence (Q9HC16 whole entry, looked up): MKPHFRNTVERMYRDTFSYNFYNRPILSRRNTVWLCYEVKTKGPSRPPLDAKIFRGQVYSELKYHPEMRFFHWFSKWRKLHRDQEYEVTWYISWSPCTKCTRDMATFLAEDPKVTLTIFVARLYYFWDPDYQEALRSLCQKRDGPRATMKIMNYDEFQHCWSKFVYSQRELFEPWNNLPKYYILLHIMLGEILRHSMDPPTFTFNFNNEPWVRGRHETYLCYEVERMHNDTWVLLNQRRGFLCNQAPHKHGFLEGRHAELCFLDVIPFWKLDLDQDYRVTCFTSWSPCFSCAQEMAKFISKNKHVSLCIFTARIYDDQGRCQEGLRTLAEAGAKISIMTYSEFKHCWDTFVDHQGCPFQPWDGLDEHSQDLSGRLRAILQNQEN
# mIAP act – mouse IAP activation; muIAP, CDP-Star luminescence, 30 min; stronger effect = higher value; 1 = vehicle-only enzyme signal, 0 = enzyme-free wells; AID 2805; activation factor at 10 µM; 0.24% of 330,000 active;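 active = activation factor of at least 2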; also: the source names both 10 and 20 µM as test concentration; values of inactives mirror those of a sister screen read the other way
#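 System: mouse IAP enzyme. Reagent: CDP-Star chemiluminescent phosphatase substrate. Benchmarks: DMSO wells, no-enzyme wells. Times: 30 min enzyme-substrate-compound incubation at room temperature. Detection: luminescence from enzymatic CDP-Star hydrolysis. Doses: test compounds delivered from DMSO solution.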
# APOBEC3A inh – human APOBEC3A DNA deaminase inhibition. P31941. inhibition, % at 20 µM. 0.41% of 330,000 active. recombinant A3A, FAM/TAMRA ssDNA deamination fluorescence. AID 493011;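 active = at least 40% inhibition at 20 µM here, with at most 30% in a related deaminase screen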;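 also: plate controls were A3A with DMSO for no effect and wells lacking A3A enzyme for full effect; some results filed as inactive read as strong as hits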
# hIAP activ – human IAP activation; P09923; purified human IAP, CDP-Star luminescence, 30 min; stronger effect = higher value; 1 = vehicle-only enzyme, 0 = enzyme-free background; activation factor at 10 µM; 0.16% of 330,000 active;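 active = activation factor of the enzyme at least 2-fold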; also: the source names both 10 and 20 µM as test concentration; values of inactives mirror those of a sister screen read the other way
# Numbers without * were called inactive. Outcome played no part in choosing rows; 3.3% or so of the library scored in one or more.
SMILES,MPTP inh,hIAP block,ATG4B inhibitor,mIAP inh,beta cell repl,A3G deaminase,mIAP act,APOBEC3A inh,hIAP activ
COc1ccc(-c2csc3nc(-c4cccnc4)nc(N4CCC(C(N)=O)CC4)c23)cc1OC,-1.4,-1,-13,7,0,-2,0.93,25,1
CCCCNC(=O)CC1S/C(=N/N=C/c2ccc(OC)cc2)NC1=O (centres undefined),0.5,-17,-8,6,0,0,0.94,4,1.2
CCOC(=O)C(C)Sc1nc(C2CC2)cc(C(F)(F)F)c1C#N (centres undefined),0.0,-6,4,16,-4,-4,0.84,-2,1.1
C=CCn1cc(CN2CCC(C(=O)Nc3ccc(Oc4cccnc4)cc3)CC2)c(C)n1,-1.4,3,2,9,-3,-5,0.91,-2,0.97
CC1CCN(C(=O)CCNS(=O)(=O)c2ccccc2)CC1,0.6,3,-3,0,1,0,1,0,0.97
CC(=O)C1=C(c2ccccc2)NC(=O)NC1c1ccccc1OCC(=O)NCc1ccccc1 (centres undefined),-2.2,15,0,-1,1,-4,1,-1,0.85
COc1ccccc1N1CCN(S(=O)(=O)CCNC(=O)C2CC(=O)N(c3ccccc3)C2)CC1 (centres undefined),-0.4,23,-9,-4,2,0,1,2,0.77
CC(C)N(Cc1ccccc1)C(=O)COC(=O)c1ccc2ncsc2c1,-2.0,14,-2,8,1,-5,0.92,-2,0.86
CN(C)CCSc1nc(N)c2c3c(sc2n1)CN(C)CC3,-1.7,-2,5,7,2,25,0.93,8,1
N#CCC(=O)Nc1ccc(C(=O)NCCC(c2ccccc2)c2ccccc2)cc1,0.4,-11,-3,4,-3,-1,0.96,-3,1.1
CCc1nnc(NC(=O)CSc2sc3c(O)cc(=O)[nH]c3c2C#N)s1,0.0,1,8,44*,-1,54,0.56,67,0.99
CC(=O)Nc1ccc(NC(=O)c2ccccc2CC[N+](=O)[O-])cc1,0.1,-18,8,7,-1,-6,0.93,-2,1.2
CC(=O)N1c2ccc(S(=O)(=O)N3CCCCC3)cc2CC1C(=O)Nc1ccc(F)cc1C (centres undefined),-2.0,3,4,2,3,-6,0.98,-4,0.97
Cc1ccccc1OCC(=O)Nc1nnc(-c2ccncc2)s1,0.0,-20,4,6,-1,-2,0.94,-1,1.2
CCC1C(=O)N=C(SCC(=O)Nc2ccccc2)NC1=O (centres undefined),-2.3,-10,-14,3,3,-1,0.97,2,1.1
Cc1ccc(S(=O)(=O)CC(=O)Nc2cc(C)on2)cc1,-1.0,4,-4,2,-1,-9,0.98,-1,0.96
COc1ccc(NC(=O)c2c(NC(=O)CNCc3ccco3)sc3c2CCC3)cc1,1.2,-43,3,1,-2,-11,0.99,-4,1.4
CCOCCOC(=O)C(C)Oc1ccc(Oc2nc(Cl)ccc2Cl)cc1 (centres undefined),5.1,-5,2,-10,-2,-9,1.1,-6,1.1
Cc1ccc(S(=O)(=O)N(C)C)cc1NC(=S)NC1CCCC(C)C1C (centres undefined),28,-12,9,-184,0,-2,2.8*,-7,1.1
CCn1cc(C(=O)NCCCN2CC(C)CC(C)C2)c2cc(OC)c(OC)cc2c1=O (centres undefined),-0.2,-12,-12,-1,0,-2,1,0,1.1
O=[N+]([O-])c1ccc(N2CCOCC2)cc1SCc1ccco1,0.4,1,-3,34,0.0*,-8,0.66,-4,0.99
O=C(O)c1ccc2c(c1)C(=O)N(c1cccc(-c3nc4ccccc4s3)c1)C2=O,-0.8,-7,9,-4,-4,-1,1,3,1.1
CCN(CC)CCOc1ccc(Br)cc1,-1.6,-5,3,6,-1,-6,0.94,-4,1.1
S=C(Nc1ccccc1)c1ccccn1,-3.7,-37,-10,-2,-7,2,1,-2,1.4
CCn1cc(C(=O)NCCCN(C)c2ccccc2)c(=O)c2cc(S(=O)(=O)N(C)C)ccc21,-0.1,8,-7,6,4,-4,0.94,-3,0.92
CC1CN(C(=O)c2ccc3c(c2)OCO3)OC(c2ccccc2)O1 (centres undefined),0.9,-40,-9,7,-1,-4,0.93,2,1.4
Cc1nc(-c2c(-c3ccc(O)cc3O)noc2C(F)(F)F)cs1,3.0,10,-4,-12,-2,-3,1.1,-2,0.9
CC(=O)Nc1ccc(S(=O)(=O)Nc2nc3ccccc3nc2Nc2cccc(O)c2)cc1,2.0,-12,1,9,-3,-6,0.91,-6,1.1
COc1ccc(NC(=O)C2CCN(C(=O)Cc3ccccc3)CC2)c(OC)c1,-0.2,-19,-5,10,-2,-5,0.91,-1,1.2
CCCCNC(=S)Nc1cccc2cnccc12,20,18,3,-2,0,-14,1,-2,0.82
O=c1cc(CSc2ccc(Cl)cc2)nc(-c2ccccn2)[nH]1,-1.5,-29,-5,-2,-5,-6,1,-2,1.3
COc1ccc(OC)c(CN2CCN(CCc3ccccc3)C(CCO)C2)c1 (centres undefined),0.5,8,-7,3,1,-6,0.97,-4,0.92
Cc1ccc(NC(=S)NCc2ccco2)c(C)c1,-0.6,-6,0,14,-3,-3,0.86,1,1.1
O=C(Nc1cc(S(=O)(=O)N2CCCCC2)ccc1N1CCCCC1)C1CC1,0.9,-12,-10,-8,4,-4,1.1,4,1.1
CNS(=O)(=O)c1cccc(C(=O)OCC(=O)Nc2ccccc2F)c1,-1.9,-8,-1,8,-1,2,0.92,2,1.1
COc1cc(NC(=S)N2CCCCC2C)c(OC)cc1Cl (centres undefined),-1.2,-7,-4,-6,0,-12,1.1,-6,1.1
CCc1cc2c(=O)c(-c3cnn(-c4ccccc4)c3)c(C)oc2cc1OCC(=O)Nc1ccc(F)c(F)c1,80*,0,-2,-4,-5,-9,1,-4,1
CC(=O)c1sc2nc(=O)c(C)nn2c1C,-0.2,-12,-12,0,0,-7,1,-6,1.1
CCOc1ccc(CCNC(=O)CN(C)S(=O)(=O)c2cccs2)cc1OCC,-2.4,-5,1,-5,-1,-11,1.1,1,1
C=CCOC(=O)C1=C[C@H](c2ccc(C(F)(F)F)cc2)C[C@H](OCCCCO)O1,0.8,-8,-7,2,-1,-3,0.98,1,1.1

# Full records from above:
# `S=C(Nc1ccccc1)c1ccccn1` is listed with MPTP inh: -3.7; hIAP block: -37; ATG4B inhibitor: -10; mIAP inh: -2; beta cell repl: -7; A3G deaminase: 2; mIAP act: 1; APOBEC3A inh: -2; hIAP activ: 1.4
# `COc1cc(NC(=S)N2CCCCC2C)c(OC)cc1Cl` (centres undefined) is listed with MPTP inh: -1.2; hIAP block: -7; ATG4B inhibitor: -4; mIAP inh: -6; beta cell repl: 0; A3G deaminase: -12; mIAP act: 1.1; APOBEC3A inh: -6; hIAP activ: 1.1
# `CCCCNC(=S)Nc1cccc2cnccc12` is listed with MPTP inh: 20; hIAP block: 18; ATG4B inhibitor: 3; mIAP inh: -2; beta cell repl: 0; A3G deaminase: -14; mIAP act: 1; APOBEC3A inh: -2; hIAP activ: 0.82

# More records
SMILES,MPTP inh,hIAP block,ATG4B inhibitor,mIAP inh,beta cell repl,A3G deaminase,mIAP act,APOBEC3A inh,hIAP activ
Cc1c(CCC(=O)N[C@@H](CCCNC(N)=O)C(=O)O)c(=O)oc2cc3oc4c(c3cc12)CCCC4,-0.1,-12,4,-1,-5,0,1,-4,1.1
CC(C)N(Cc1nc(-c2ccc(Cl)cc2)no1)Cc1nccn1C,-1.8,-27,21,4,-2,-4,0.96,-3,1.3
Cc1cccc(NC(=O)C2CCN(S(=O)(=O)c3ccc4c(c3)OCCCO4)CC2)n1,4.6,4,7,-6,-2,7,1.1,2,0.96
CC(C)CN1C(=O)C(=O)N(CC(=O)N(C)CC(=O)Nc2ccc(Cl)c(C(F)(F)F)c2)C1=O,1.2,-2,1,4,-2,0,0.96,2,1
O=C1OC(/C=C/c2ccc(Cl)cc2)=NC/1=C/c1ccco1,1.0,22,7,13,0,-3,0.87,4,0.78
CCOC(=O)Nc1sc2nc(C)cc(C)c2c1-n1cccc1,0.7,-9,-5,0,-3,2,0.99,-3,1.1
COc1ccc(C2C(C(=O)Nc3cccnc3)=C(C)Nc3nc(-c4ccco4)nn32)cc1 (centres undefined),-3.0,6,-7,5,3,-5,0.95,2,0.94
CN1CCN(C(=O)CCc2nnc3ccc(N4CCC5(CC4)OCCO5)nn23)CC1,-1.3,-5,6,-4,0,-5,1,-3,1.1
Cc1ccc(OCCNC(=O)CCNS(=O)(=O)c2ccc(C)cc2)cc1,0.1,-19,-1,3,0,-8,0.97,0,1.2
CCOC(=O)CNC(=O)C1CCC(CNS(=O)(=O)c2cccc3nsnc23)CC1 (centres undefined),-1.0,-2,7,3,4,-2,0.97,-3,1
CC(=O)Oc1cccc(N2C(=O)C3CC=C(Cl)CC3C2=O)c1 (centres undefined),3.5,-6,-5,0,-2,1,1,3,1.1
COc1ccc(C(c2sc3ncnn3c2O)N2CCN(c3ccccc3F)CC2)cc1OC (centres undefined),1.4,-21,-7,0,1,2,1,1,1.2
Cc1ccc(C(=O)COC(=O)C(C)N2C(=O)C3C4CCC(C4)C3C2=O)cc1 (centres undefined),1.6,-18,3,-4,1,-7,1,2,1.2
COC(=O)c1cc2sccc2n1CC(=O)Nc1ccc(OC)c(OC)c1OC,1.5,-14,-5,-7,-2,-4,1.1,1,1.1
CC1CCN(C(=O)c2ccc(CSc3nc4ccncc4n3Cc3ccc(F)cc3)cc2)CC1,-1.6,-8,22,-6,-2,-1,1.1,0,1.1
CC(=O)N1CCN=C1SCc1ccc(C(F)(F)F)cc1,-0.4,0,1,-11,-3,-3,1.1,0,1
COc1ccc(OC)c(N2C(N)=NC(N)=NC23CCCC3)c1,-0.6,-17,4,-4,5.7*,-4,1,0,1.2

# Limited to A3G deaminase and hIAP block, for two of the compounds above:
Compound | A3G deaminase | hIAP block
COC(=O)c1cc2sccc2n1CC(=O)Nc1ccc(OC)c(OC)c1OC | -4 | -14
CC1CCN(C(=O)c2ccc(CSc3nc4ccncc4n3Cc3ccc(F)cc3)cc2)CC1 | -1 | -8
